Source: PubChem
PglD DTNB: PglD (C. jejuni) enzyme inhibition | hit rate 0.098% among 360,000 | AID 602405 | purified PglD enzyme, DTNB colorimetric CoA detection | inhibition, % at 12.5 µM; in the data active = inhibition above about 16%, passing the limit was not always enough; also: strong numbers were not always called active
PGC1a acetyl inh: modulators of PGC1a acetylation; U2OS PGC1a acetylation, AlphaScreen anti-acetyl-lysine; with virally co-expressed GCN5 acetyltransferase; hit rate 0.17% among 350,000; inhibition, % at 15.6 µM;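 active = every replicate shows inhibition of at least 40%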;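 also: 0% = neutral control wells and 100% = positive control wells; some results beyond the cut were filed as inactive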
ARNT TACC3 PPI: disruptors of human ARNT/TACC3 interaction | Q9Y6A5 | AlphaScreen His-ARNT PAS-B/GST-TACC3 binding, luminescence; TACC3 fragment carries E629A point mutation | inhibition, % at 9.99 µM | hit rate 0.66% among 390,000 | AID 623870;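 active = mean inhibition of replicates at least 50% and at least half of replicates each reaching 50%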;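 also: 0% = complete ARNT plus TACC3 wells and 100% = ARNT alone without TACC3; many hits fall short of the cut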
C2C12 statin: suppression of simvastatin myotoxicity; C2C12 myotubes + simvastatin, ATP luminescence, 48 h; scaled: DMSO 0, geranylgeraniol control 100; rescue of ATP level, % at 7.49 µM; hit rate 0.78% among 330,000; AID 602340;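 active = mean ATP rescue above about 67%, or every replicate alone reaching that limit, limit read from the data, passing the limit was not always enough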;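 also: myotubes were challenged with 10 µM simvastatin during compound exposure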
INS-1E GSIS act: GLuc luminescence reporter in INS-1E cells, primary screen for activators of glucose-dependent secretion of insulin; INS-1E GLuc reporter insulin secretion, 2-3 h; activation, % at 16.6 µM; hit rate 0.61% among 370,000; AID 743287;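 active = lowest replicate activation of at least 40%, so every replicate reaches that level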;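 also: 0% = median of neutral control wells and 100% = median of IBMX positive control wells; some compounds called inactive have numbers as strong as hits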
PAX8 reporter: PAX8 transcriptional activity inhibition. inhibition, % at 12.6 µM. hit rate 1.2% among 360,000. RMG-I TPO-luciferase reporter, SteadyGlo, 24 h;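 active = mean replicate inhibition at least 60% with every replicate also reaching 60%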;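 also: luciferase light reporting Pax8 driven TPO promoter activity; plate controls were median of neutral control wells for no effect and mitoxantrone controls for full effect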
LGR2 inh: blocks bursicon-induced cAMP signaling via Drosophila LGR2 | AID 720647 | inhibition, % at 9.99 µM | hit rate 0.35% among 380,000 | HEK293 LGR2, CRE-luciferase, bursicon-stimulated, 4 h;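 active = drop in luminescence signal, shown as inhibition above about 50% in the replicate tests, limit read from the data, passing the limit was not always enough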;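 also: agonist challenge used bursicon conditioned medium at about half maximal strength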
Cneo AK release: causes C. neoformans cell lysis. hit rate 0.2% among 360,000. adenylate kinase release luminescence, 4 h; normalised: neutral wells 0, clomiphene wells 100. lysis activity, % at 15 µM;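 active = mean lysis activity across replicates of at least 80%, whatever share of replicates individually reach that level; inactive = mean lysis activity below 80%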
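Assay system: log-phase C. neoformans yeast / Quantity: yeast cell density of 5 × 10^6 cells/mL / Medium: fresh YPD growth medium / Compound: single dose / Timing: static 4 h at 37 °C with compound, 1 h detection / Measured by: adenylate kinase release luminescence / Read-out: lysis from increased AK signal / Benchmarks: Clomiphene as positive lysis control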
* marks the source's active call; other numbers are inactive results; & = joins results of further samples. Compounds were not picked by outcome, and some 2.9% of all compounds hit somewhere here.

Screening COc1ccc(NC(=O)N(C)C[C@@H]2Oc3c(NC(=O)CCCCCC(=O)Nc4ccccc4N)cccc3C(=O)N([C@@H](C)CO)C[C@H]2C)cc1 returned PGC1a acetyl inh 7, INS-1E GSIS act -7, PAX8 reporter 1 and LGR2 inh 42.
For CCOc1cc(C(=O)O)ccc1OCCOc1ccccc1 the results were PglD DTNB -5, PGC1a acetyl inh 12, ARNT TACC3 PPI 0, C2C12 statin -3, INS-1E GSIS act 18, PAX8 reporter 7, LGR2 inh -2 and Cneo AK release 1.
For Cc1ccc2[nH]c3c(c2c1)CNCC3 the results were PglD DTNB 2, PGC1a acetyl inh -2, ARNT TACC3 PPI 4, C2C12 statin 0, INS-1E GSIS act 11, PAX8 reporter 11, LGR2 inh 0 and Cneo AK release -1.
For O=C(O)Cn1cc(F)c(=O)[nH]c1=O the results were PglD DTNB -1, PGC1a acetyl inh 4, C2C12 statin 5 and Cneo AK release -1.
For COc1ccc(C2/C=C\CN(CC(C)C)CC(=O)N2Cc2cccc(F)c2)cc1 (stereo not drawn) the results were PglD DTNB 2, PGC1a acetyl inh -9, ARNT TACC3 PPI 3, C2C12 statin -6, INS-1E GSIS act 4, PAX8 reporter -19, LGR2 inh -13 and Cneo AK release 1.
For O=C(C[C@H]1CC[C@@H]2[C@H](COC[C@@H](O)CN2C(=O)Nc2ccc(F)cc2)O1)NC1CCC1 the results were PglD DTNB 2, PGC1a acetyl inh 10, ARNT TACC3 PPI 19, C2C12 statin 2, INS-1E GSIS act -4, LGR2 inh -1 and Cneo AK release -2.
Screening C[C@@H](C(=O)Nc1ccc(SC(F)F)cc1)N1C(=O)C2CCCCC2C1=O (stereo partly drawn) returned PglD DTNB -2, PGC1a acetyl inh -5, ARNT TACC3 PPI -3, C2C12 statin -6, INS-1E GSIS act -22, PAX8 reporter 9, LGR2 inh 3 and Cneo AK release 0.
`FC(F)(F)c1ccc(Cl)c(NC(=S)N/N=C/c2ccccc2C(F)(F)F)c1` gave ARNT TACC3 PPI -6, INS-1E GSIS act -1, PAX8 reporter 5 and LGR2 inh 2.
For COc1ccc(CCN2CC(C(=O)N(C)Cc3ccccc3OC)CCC2=O)cc1 (stereo not drawn) the results were PglD DTNB 6, ARNT TACC3 PPI -1, C2C12 statin 19, INS-1E GSIS act 7, PAX8 reporter 10, LGR2 inh 5 and Cneo AK release 1.
Screening Cc1ccccc1S(=O)(=O)NCC[C@@H]1CC[C@@H](NS(=O)(=O)c2ccccc2C)[C@H](CO)O1 returned PglD DTNB 5, PGC1a acetyl inh -14, C2C12 statin 19, INS-1E GSIS act -5, PAX8 reporter 2, LGR2 inh 10 and Cneo AK release -15.
For CO[C@@H]1CN(C)C(=O)c2cc(NC(=O)C3CCOCC3)ccc2OC[C@@H](C)NC[C@H]1C the results were PglD DTNB -1, PGC1a acetyl inh -2, ARNT TACC3 PPI -3, C2C12 statin 19, INS-1E GSIS act 5, PAX8 reporter 2, LGR2 inh -10 and Cneo AK release 1.
`CCNS(=O)(=O)c1ccc(NC(=O)c2ccccc2)cc1` gave PglD DTNB 0, PGC1a acetyl inh -6, ARNT TACC3 PPI 1, C2C12 statin -25, INS-1E GSIS act -4, LGR2 inh 29 and Cneo AK release -3.

Not a retest: entries from further up.
For CO[C@@H]1CN(C)C(=O)c2cc(NC(=O)C3CCOCC3)ccc2OC[C@@H](C)NC[C@H]1C the results were PglD DTNB -1, PGC1a acetyl inh -2, ARNT TACC3 PPI -3, C2C12 statin 19, INS-1E GSIS act 5, PAX8 reporter 2, LGR2 inh -10 and Cneo AK release 1.
`CCNS(=O)(=O)c1ccc(NC(=O)c2ccccc2)cc1` gave PglD DTNB 0, PGC1a acetyl inh -6, ARNT TACC3 PPI 1, C2C12 statin -25, INS-1E GSIS act -4, LGR2 inh 29 and Cneo AK release -3.

Back to the main list with the 2 entries that preceded the break.
For CO[C@@H]1CN(C)C(=O)c2cc(NC(=O)C3CCOCC3)ccc2OC[C@@H](C)NC[C@H]1C the results were PglD DTNB -1, PGC1a acetyl inh -2, ARNT TACC3 PPI -3, C2C12 statin 19, INS-1E GSIS act 5, PAX8 reporter 2, LGR2 inh -10 and Cneo AK release 1.
`CCNS(=O)(=O)c1ccc(NC(=O)c2ccccc2)cc1` gave PglD DTNB 0, PGC1a acetyl inh -6, ARNT TACC3 PPI 1, C2C12 statin -25, INS-1E GSIS act -4, LGR2 inh 29 and Cneo AK release -3.
COc1ccccc1NC(=O)CCC(=O)OCc1ccc(Br)cc1 was read as ARNT TACC3 PPI -7, INS-1E GSIS act -2, PAX8 reporter -6 and LGR2 inh -7.
`C=C(C)CN(CC)C(=O)CC1C(=O)NCCN1C` (stereo not drawn) gave PglD DTNB 5, PGC1a acetyl inh -6, ARNT TACC3 PPI -16, C2C12 statin 4, INS-1E GSIS act 18, PAX8 reporter 6, LGR2 inh 22 and Cneo AK release -18.
COCCSc1nnc(NC(=O)COC)s1 was read as PglD DTNB -7, PGC1a acetyl inh -6, ARNT TACC3 PPI 0, C2C12 statin -3 and Cneo AK release 0.
Screening CC1CN(C(=O)COC(=O)Cc2c(Cl)cccc2Cl)CC(C)O1 (stereo not drawn) returned PglD DTNB 1, PGC1a acetyl inh 0, C2C12 statin -4, PAX8 reporter -4, LGR2 inh 8 and Cneo AK release 3.
CC(=O)Nc1ccc(NC(=O)c2ccccc2CCc2ccccc2)cc1 was read as PGC1a acetyl inh 9, ARNT TACC3 PPI -2, INS-1E GSIS act 11, PAX8 reporter 6 and LGR2 inh 16.
Cn1c(N)c(C(=O)COC(=O)/C=C/c2ccc(S(=O)(=O)N3CCOCC3)cc2)c(=O)n(C)c1=O was read as PglD DTNB 10, PGC1a acetyl inh -8, ARNT TACC3 PPI -29, C2C12 statin 13, INS-1E GSIS act -4, PAX8 reporter -7, LGR2 inh 5 and Cneo AK release 1.
For Cc1noc(C)c1NC(=O)N(C)C[C@@H]1Oc2c(NS(=O)(=O)c3ccccc3)cccc2C(=O)N([C@@H](C)CO)C[C@H]1C the results were PglD DTNB -5, PGC1a acetyl inh -3, ARNT TACC3 PPI -2, C2C12 statin -13, INS-1E GSIS act -5, PAX8 reporter -12, LGR2 inh 0 and Cneo AK release -58.
CC=Cc1ccc2n(c1=O)C[C@@H]1[C@@H](CO)[C@H](C(=O)N[C@H](C)c3ccccc3)[C@H]2N1Cc1cncnc1 (mixture of isomers) was read as PglD DTNB 1, PGC1a acetyl inh -1, ARNT TACC3 PPI -3, C2C12 statin -13, INS-1E GSIS act 1, PAX8 reporter -11, LGR2 inh 26 and Cneo AK release -1.
For Cc1cc(C)c(S(C)(=O)=O)c(Sc2ccc(Cl)cc2)n1 the results were PglD DTNB -6, PGC1a acetyl inh 0, ARNT TACC3 PPI 1, INS-1E GSIS act -3, LGR2 inh 7 and Cneo AK release 2.
Cc1oc(C)c(C(=O)NCCCC(=O)O)c1C(=O)NCCCC(=O)O was read as PglD DTNB 0, PGC1a acetyl inh -6, ARNT TACC3 PPI -8, C2C12 statin 2, INS-1E GSIS act 4, LGR2 inh 1 and Cneo AK release -1.
`COc1ccc(NC(=O)CSc2nc(=O)n(CCN(C)C)c3c2CCCC3)cc1OC` gave PglD DTNB 11, PGC1a acetyl inh -14, ARNT TACC3 PPI 4, C2C12 statin -23, INS-1E GSIS act 17, PAX8 reporter 6, LGR2 inh 7 and Cneo AK release -2.
Screening C[C@@H]1CCCCO[C@@H](CN(C)S(=O)(=O)c2ccccc2)[C@H](C)CN([C@H](C)CO)C(=O)c2cc(NS(=O)(=O)c3cn(C)cn3)ccc2O1 returned PglD DTNB -1, PGC1a acetyl inh 2, ARNT TACC3 PPI -4, INS-1E GSIS act -6, PAX8 reporter 12, LGR2 inh 0 and Cneo AK release -1.
Screening Cc1ccc(C2C(C(=O)O)c3ccccc3C(=O)N2C)c(C)c1 (stereo not drawn) returned PglD DTNB -2, PGC1a acetyl inh 11, ARNT TACC3 PPI -5, INS-1E GSIS act 2, PAX8 reporter 24, LGR2 inh 19 and Cneo AK release 4.
CCOC(=O)c1c(C)[nH]c(C(=O)Nc2ccc(NC(C)=O)cc2)c1C was read as PGC1a acetyl inh 1, ARNT TACC3 PPI 1, INS-1E GSIS act 5, PAX8 reporter 11 and LGR2 inh -12.
For C/C=C/c1cnc2c(c1)C(=O)N([C@@H](C)CO)C[C@@H](C)[C@H](CN(C)Cc1cncnc1)O2 the results were PglD DTNB 8, PGC1a acetyl inh -6, ARNT TACC3 PPI -3, C2C12 statin -2, INS-1E GSIS act 6, LGR2 inh 16 and Cneo AK release -2.
`C=CCN1C(=O)C2C(C(=O)NC3CCCCC3)C3C=CC2(O3)C1C(=O)NC1CCCC1` (stereo not drawn) gave PGC1a acetyl inh 4, ARNT TACC3 PPI -4, C2C12 statin 1, INS-1E GSIS act 9, PAX8 reporter 14 and Cneo AK release -1.
CC(=O)Nc1nc(-c2ccc3c(c2)CCN3S(C)(=O)=O)cs1 was read as PglD DTNB -2, PGC1a acetyl inh -2, C2C12 statin 2, INS-1E GSIS act 7, PAX8 reporter -77, LGR2 inh -41 and Cneo AK release -1.
`N#C/C(=C(/O)c1cccs1)c1nc2ccccc2[nH]1` gave PglD DTNB 3, PGC1a acetyl inh -22, ARNT TACC3 PPI -2, C2C12 statin -2, INS-1E GSIS act 2, PAX8 reporter -9, LGR2 inh -56 and Cneo AK release -2.
Screening CCCc1cc(=O)[nH]c(SCC(=O)c2cc(C)n(CCC)c2C)n1 returned PglD DTNB 5, PGC1a acetyl inh -7, ARNT TACC3 PPI -1, C2C12 statin -10, INS-1E GSIS act -7, LGR2 inh -7 and Cneo AK release 0.
For O=C(O)C(=O)/C(=C\c1cccc(Cl)c1)c1ccc2ccccc2n1 the results were PglD DTNB -2, PGC1a acetyl inh -7, ARNT TACC3 PPI -2, C2C12 statin -2, INS-1E GSIS act 2, PAX8 reporter 7, LGR2 inh -72 and Cneo AK release -1.
Screening C[C@H]1CN([C@@H](C)CO)C(=O)c2cccc(NC(=O)Nc3ccccc3)c2O[C@@H]1CN(C)C(=O)Nc1ccc(C(F)(F)F)cc1 returned PglD DTNB 4, PGC1a acetyl inh 1, ARNT TACC3 PPI 2, C2C12 statin -49, INS-1E GSIS act -18, LGR2 inh 15 and Cneo AK release -4.
`C[C@H](CO)N1C[C@H](C)[C@@H](CN(C)C)OCc2cnnn2CCCC1=O` gave PglD DTNB -2&0&-2, PGC1a acetyl inh 8&6&6, ARNT TACC3 PPI -6&-5, C2C12 statin -8&-12&19, INS-1E GSIS act 4&-1, PAX8 reporter 0&16, LGR2 inh 12&-1 and Cneo AK release 0&1&-4.
`CCn1c(Cc2ccccc2)nnc1SCC(=O)Nc1nnc(-c2ccccc2)s1` gave PglD DTNB 3, PGC1a acetyl inh -10, ARNT TACC3 PPI -4, C2C12 statin 8, INS-1E GSIS act -8, LGR2 inh -1 and Cneo AK release 0.
Screening CC1(C)Cc2cccc(OCC(=O)Nc3ccc(S(N)(=O)=O)cc3)c2O1 returned PglD DTNB 7, PGC1a acetyl inh 9, ARNT TACC3 PPI -5, C2C12 statin 14, INS-1E GSIS act -1, PAX8 reporter 5, LGR2 inh 1 and Cneo AK release -2.
`CC(C)(C)OC(=O)N1CCC[C@H]1C(=O)N/N=C/c1cccc2cccnc12` gave ARNT TACC3 PPI 91*, INS-1E GSIS act 3, PAX8 reporter 20 and LGR2 inh 1.
Screening COc1ccc2c3c(n(C)c2c1)[C@H](CO)N(CC1CC1)CC31CN(S(=O)(=O)c2cccs2)C1 returned PGC1a acetyl inh -13, INS-1E GSIS act 16, PAX8 reporter 34 and LGR2 inh 5.
